Source: PubChem BioAssay
TRHR enhancer: allosteric enhancers of human TRH receptor; P34981; TRHR cells, fluo-8 calcium fluorescence, EC20 TRH enhancement; enhancement, % at 2 µM; 360,000 compounds, 0.66% hits; in the data active = enhancement above about 30%; note: 0% is about no effect
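TRHR-expressing cells loaded with fluo-8 calcium dye were read kinetically (ex 480/em 530) during compound addition, then stimulated with an EC20 of TRH (10 nM final). Enhancement of the Gq-mediated intracellular calcium response was scored.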
D2 ag: agonists of human D2 dopamine receptor; 340,000 compounds, 0.53% hits; AID 485358; activation, % at 2 µM; P14416; HEK293 T-REx D2 cells, calcium flux agonist mode;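 active = activation over 3 SD above normal in the single-dose calcium agonist read, cut at about 30% in these data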; note: 0% is about no effect
Target sequence (P14416 whole entry, looked up): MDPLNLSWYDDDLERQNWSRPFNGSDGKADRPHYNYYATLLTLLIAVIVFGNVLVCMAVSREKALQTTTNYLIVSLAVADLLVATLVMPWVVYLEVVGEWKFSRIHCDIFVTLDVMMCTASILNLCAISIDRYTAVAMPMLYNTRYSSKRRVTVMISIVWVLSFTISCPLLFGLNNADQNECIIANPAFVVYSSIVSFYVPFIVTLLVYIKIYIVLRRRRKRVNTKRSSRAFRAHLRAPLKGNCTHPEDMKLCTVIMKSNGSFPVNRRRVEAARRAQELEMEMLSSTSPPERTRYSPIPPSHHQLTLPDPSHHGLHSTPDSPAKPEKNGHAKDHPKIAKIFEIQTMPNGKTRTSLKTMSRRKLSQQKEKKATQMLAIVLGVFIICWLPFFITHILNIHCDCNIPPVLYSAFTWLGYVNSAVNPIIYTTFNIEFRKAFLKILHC
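Agonism scored from kinetic calcium signal (1 read/sec, 180 s) following compound pin transfer, after a 10 s baseline. Cells: HEK293 Trex line expressing inducible D2 receptor coupled to calcium, dye-loaded after overnight culture at 30 C.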
TRHR ag: activates the human TRH receptor; P34981; TRHR cells, calcium flux fluo-8, FDSS agonist mode; activation, % at 2 µM; 360,000 compounds, 0.18% hits; note: 0% is about no effect
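Fluo-8-loaded TRHR cells; 10 s baseline, compound added, kinetic Ca2+ fluorescence read 1/s, agonist mode.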
D1 agonist: agonists of human D1 dopamine receptor | P21728 | activation, % at 2 µM | AID 504660 | HEK293 T-REx D1 cells, calcium flux, agonist mode | 360,000 compounds, 1% hits; note: 0% is about no effect
Target sequence (P21728 whole entry, looked up): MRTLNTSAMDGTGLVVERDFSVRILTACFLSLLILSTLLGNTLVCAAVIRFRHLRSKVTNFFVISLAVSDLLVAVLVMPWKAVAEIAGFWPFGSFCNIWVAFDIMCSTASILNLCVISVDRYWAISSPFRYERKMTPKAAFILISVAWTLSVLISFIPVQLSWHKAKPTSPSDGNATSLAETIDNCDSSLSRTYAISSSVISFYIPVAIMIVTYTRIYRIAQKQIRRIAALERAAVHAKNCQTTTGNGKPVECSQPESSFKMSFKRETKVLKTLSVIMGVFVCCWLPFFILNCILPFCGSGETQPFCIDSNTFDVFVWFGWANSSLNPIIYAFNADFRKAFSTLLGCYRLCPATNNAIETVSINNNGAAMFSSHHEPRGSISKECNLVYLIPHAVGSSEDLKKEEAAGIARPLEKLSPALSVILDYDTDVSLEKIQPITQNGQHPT
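Agonism was scored from calcium flux recorded over 180 s (1 read/s) after pintool compound addition, following a 10-cycle baseline. Cells were inducible force-coupled HEK293 TREx D1, plated overnight at 30 C and loaded with no-wash calcium dye.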
RXFP1 antagonist: antagonists of human relaxin receptor RXFP1 | Q9HBX9 | HEK293-RXFP1, relaxin-stimulated cAMP HTRF, 30 min; active compounds read low | activity change, negative = inhibition, % at 57.5 µM | 350,000 compounds, 0.59% hits;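 active = activity change of -60% or lower, but not beyond a set lower limit; inconclusive = change between -60% and -40%, or beyond the set limit; inactive = change above -40%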; note: % is set by controls: 0 for no effect and ±100 for the full control effect
D2 antag: antagonists of human D2 dopamine receptor | HEK293 TREx D2 cells, calcium flux, dopamine EC80 | 340,000 compounds, 2% hits | P14416 | AID 485344 | inhibition, % at 10 µM; in the data active = inhibition above about 30%; note: 0% is about no effect
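Cells plated overnight at 30 C with tetracycline; no-wash calcium dye, 30–90 min RT; 10 s baseline; compound pinned; 180 s read; EC80 dopamine added; another 180 s read.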
D1 antag: blocks dopamine activation of the human D1 receptor; HEK293 TREx D1 cells, calcium flux, dopamine EC80; active compounds read low; activity change, negative = inhibition, % at 10 µM; 360,000 compounds, 3.2% hits; AID 504652; in the data active = activity change below about -30%; note: % is set by controls: 0 for no effect and ±100 for the full control effect
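Inducible Hek293 Trex D1 cells (tetracycline, overnight, 30 C). Calcium dye 30–90 min RT. Antagonist mode: EC80 dopamine added after 180 s compound read.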
D1 potentiator: enhances dopamine response at the human D1 receptor; HEK293 TREx D1 cells, calcium flux, dopamine EC20 potentiation; 360,000 compounds, 0.036% hits; P21728; potentiation, % at 10 µM; in the data active = potentiation above about 30%; note: 0% is about no effect
D2 potentiator: D2 dopamine receptor (human) potentiation; P14416; HEK293 T-REx D2, calcium flux, EC20 dopamine potentiation; 340,000 compounds, 0.34% hits; potentiation, % at 10 µM; AID 485347;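 active = potentiation over 3 SD above the plate norm, cut at about 30% in these data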; note: 0% is about no effect
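Using a no-wash calcium dye in inducible, force-coupled HEK293 Trex cells expressing D2, we tracked fluorescence each second for 180 s after compound, then for 180 s after EC20 dopamine to detect augmented signalling.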
* = called active by the depositor; u = inconclusive; x = no result given; & = joins results of further samples. Cut-off read from the data, not from the text of the source, unless noted: active = activation above about 30%; inactive = the rest.

Start of the data: the first seven compounds as a preview:
SMILES	TRHR enhancer	D2 ag	TRHR ag	D1 agonist	RXFP1 antagonist	D2 antag	D1 antag	D1 potentiator	D2 potentiator
O=C(NCCOc1ccccc1)c1cccc(S(=O)(=O)NCc2ccccc2)c1	-5	0.2	0.0	22	-4	16	-38*	-8	3
COc1ccc(S(=O)(=O)N2CCC(C(=O)NCC3CCCCC3)CC2)cc1	-5	x	-1.7	5	-5	x	-12	x	-8
C[C@H]1CCC2[C@](C)(CO)[C@@H](O)CC[C@]2(C)[C@@]12CCC(CO)(CCO)O2 (some centres not stated)	-6	-1.6	-0.6	4	7	4	-2	-9	-7
CC(C)[C@H]1C=C(C(=O)O)O[C@@H](OCc2ccc(CO)cc2)C1	-3	0.2	0.1	4	x	-3	-1	3	4
COc1cccc(CC(=O)Nc2nccs2)c1	1	0.0	0.7	1	-5	-7	-7	5	-3
CCc1ccc(N2CCN(S(=O)(=O)CC34CCC(CC3=O)C4(C)C)CC2)cc1 (configuration not stated)	4	-0.4	0.8	9	-8	-7	-22	5	3
CCOCCCNC(=O)c1[nH]c(C)c(C(C)=O)c1C	16	-0.7	0.3	2	3	-3	8	-1	4

This part in full, repeating the preview:
SMILES	TRHR enhancer	D2 ag	TRHR ag	D1 agonist	RXFP1 antagonist	D2 antag	D1 antag	D1 potentiator	D2 potentiator
O=C(NCCOc1ccccc1)c1cccc(S(=O)(=O)NCc2ccccc2)c1	-5	0.2	0.0	22	-4	16	-38*	-8	3
COc1ccc(S(=O)(=O)N2CCC(C(=O)NCC3CCCCC3)CC2)cc1	-5	x	-1.7	5	-5	x	-12	x	-8
C[C@H]1CCC2[C@](C)(CO)[C@@H](O)CC[C@]2(C)[C@@]12CCC(CO)(CCO)O2 (some centres not stated)	-6	-1.6	-0.6	4	7	4	-2	-9	-7
CC(C)[C@H]1C=C(C(=O)O)O[C@@H](OCc2ccc(CO)cc2)C1	-3	0.2	0.1	4	x	-3	-1	3	4
COc1cccc(CC(=O)Nc2nccs2)c1	1	0.0	0.7	1	-5	-7	-7	5	-3
CCc1ccc(N2CCN(S(=O)(=O)CC34CCC(CC3=O)C4(C)C)CC2)cc1 (configuration not stated)	4	-0.4	0.8	9	-8	-7	-22	5	3
CCOCCCNC(=O)c1[nH]c(C)c(C(C)=O)c1C	16	-0.7	0.3	2	3	-3	8	-1	4
CCCCC(=O)NN(C)c1nc(-c2ccccc2)nnc1C(F)(F)F	-1	0.2	-0.6	2	-1	3	16	-2	-4
O=C(c1ccc2c(c1)OCCO2)C1CCN(S(=O)(=O)c2cccc(F)c2)CC1	-2	0.2	1.0	7	0	61*	-18	-2	10
CCC(=O)N1CCc2cc(Br)cc(S(=O)(=O)NCCN3CCCCC3C)c21 (configuration not stated)	-1	0.2	-0.1	2	-1	-5	16	0	-2
COc1ccc(-c2nc(C)c(CCNC(=O)C(=O)Nc3cc(C)cc(C)c3)s2)cc1OC	-1	0.5	-0.2	1	x	x	11	-2	-3
Cc1cccc(NC(=O)CSc2nnc(-c3n[nH]c4ccccc34)o2)c1	-2	0.1	0.1	0	-9	8	9	-1	-5
Cn1ncc(N=Cc2ccccc2O)c1C(=O)N1CCOCC1	-12	x	1.0	2	-2	x	0	-2	-11
COCCN1C(=O)C(=O)/C(=C(/O)c2ccc(OC(C)C)cc2)C1c1cccnc1 (configuration not stated)	-4	-0.1	-0.2	1	19	-28	13	24	-3
CNS(=O)(=O)c1cccc(C(=O)OCC(=O)Nc2ccc(-c3nc4ccc(C)cc4s3)cc2)c1	-1	x	0.5	6	-19	x	1	-4	x
COc1ccc(C2CC(c3ccccc3)=NN2S(=O)(=O)c2ccccc2)cc1 (configuration not stated)	1	2.2	1.0	15	-5	5	-4	-2	-6
CC(=O)c1sc(NC(=O)c2ccc(C)cc2)nc1C	0	0.0	-0.5	1	-2	8	10	-5	-4
COCCN(C(=O)COC(=O)c1cccs1)c1c(N)n(Cc2ccccc2)c(=O)[nH]c1=O	-1	0.8	0.5	2	2	-5	-3	0	-6
Cc1cc(C(=O)NC(C)c2ccc3c(c2)OCO3)cs1 (configuration not stated)	1	-0.8	0.3	1	3	9	2	0	5
COc1ccc(S(=O)(=O)N=C2C=C(C)C(=O)C(C)=C2)cc1	4	0.3	0.6	1	-10	-6	0	-4	6
CC(=O)c1c(-c2ccccc2)c2cc([N+](=O)[O-])ccc2[nH]c1=O	-3	-0.1	0.0	2	-4	5	0	-4	-3
O=C(CCN1CCN(CCO)CC1)Nc1ccc(Br)cc1	6&-5	1.2&-0.1	0.9&-1.0	1&0	6&5	4	11&3	-9&-2	-6
CN1c2ccccc2-c2nc(SCC(=O)Nc3ccccc3C(F)(F)F)ncc2S1(=O)=O	-1	-0.1	-0.2	2	-9	x	-9	-3	3
CN1CCN(c2ccc(S(=O)(=O)N3CCCCC3)cc2NC(=O)CSCc2ccccc2)CC1	-2	0.5	0.0	1	5	8	5	-1	2
COc1ccc([C@H]2CC(=O)C=C(c3cc4ccccc4s3)C2)cc1	-2	-0.7	-0.1	-1	x	-13	-6	-1	6
Further records
SMILES	TRHR enhancer	D2 ag	TRHR ag	D1 agonist	RXFP1 antagonist	D2 antag	D1 antag	D1 potentiator	D2 potentiator
COc1ccccc1/C=C/C(=O)NCCC1=CCCCC1	5	-0.7	-1.7	0	-11	35*	5	0	-24
O=[N+]([O-])c1cccc(-c2cn3nc(-c4ccccc4)c(-c4ccccc4)nc3n2)c1	25	-0.1	0.6	6	1	0	4	3	-5
COc1cccc(N2C(=NC(=O)CCc3ccccc3)SC3CS(=O)(=O)CC32)c1 (configuration not stated)	-7	x	-0.1	8	1	x	5	7	x
CCOC(=O)NCc1ccc2c(c1)OCO2	-2	0.4	-0.4	6	2	-14	0	-3	13
CC(=O)Nc1ccccc1Sc1ccccc1	-12	x	-1.2	1	3	x	0	-4	-3
CCOc1ccc(Oc2cc(NC(=O)c3ccco3)cc([N+](=O)[O-])c2)cc1	8	0.2	0.4	4	-13	-3	-15	-2	4
Nc1nc2ccc(C(=O)Nc3ccccc3)cc2s1	2	-1.0	1.6	2	-8	3	-15	-3	11
COc1ccccc1C(=O)C1CCCN(Cc2cn[nH]c2C2CCCCC2)C1 (configuration not stated)	-2	-1.0	-2.3	0	2	12	7	-3	-20
CN1CCN(NC(=O)c2ccc(S(=O)(=O)N3CC4(C)CC3CC(C)(C)C4)cc2)CC1 (configuration not stated)	6	0.7	0.9	1	2	-10	4	2	-1
COc1ccc(C(=O)N/N=c2\oc3ccccc3cc2C(=O)NCc2ccccc2)cc1	6	0.4	0.5	1	-9	-8	-18	-5	-1
CCOc1ccccc1NC(=O)c1ccc(S(=O)(=O)N(C)c2ccccc2)cc1	0	-0.8	-0.1	2	-15	-5	-26	-4	17
c1ccc(-c2cc(-c3nc(-c4cccnc4)no3)c3ccccc3n2)cc1	3	0.3	-0.8	5	x	-6	-11	3	13
CCOc1ccc(-c2cnc3n2CCCCC3)cc1	-4	0.2	-0.9	6	-10	-11	-4	-4	0
CCOc1ccc(S(=O)(=O)N2CCN(Cc3ccccc3)CC2)c2cccnc12	-1	-0.2	-1.2	3	-1	-8	1	-3	4
O=C(Nc1nc(-c2ccc(-c3ccccc3)cc2)cs1)C1=COCCO1	5	0.6	-0.1	1	-13	-6	-1	-1	8
CCOCCCNC(=O)CCNS(=O)(=O)c1ccc(C)cc1	0	x	-0.4	1	4	x	9	0	x
COc1cc(CCC(=O)N2CCN(c3ccc([N+](=O)[O-])cc3)CC2)cc(OC)c1OC	-5	-3.4	-1.0	2	-4	4	6	-1	15
CCN(CC)CCCNC(=O)CSc1nc2nc(C)c(Cc3c(F)cccc3Cl)c(C)n2n1	1	-0.5	-0.3	4	-20	x	-5	-1	1
CCOc1ccc(CNC(=O)C2Cc3cc(S(=O)(=O)N4CCCC4)ccc3N2C(C)=O)cc1 (configuration not stated)	-4	0.9	-0.5	4	4	-9	-6	-2	6
COCCNC(=O)c1ccc2ccccc2n1	29	-0.9	-0.3	4	-14	-10	-2	3	1
COCCn1c(COc2cccc(OC)c2)nnc1SCC(=O)NC1CCCC1	-1	-0.4	-0.2	0	-7	6	30	4	x
Cc1ccc(NC(=O)CSCC(=O)NCc2ccco2)cc1	46*	0.0	-0.3	3	5	-2	-22	-1	5
CCN(CC)CCNC(=O)CSc1c2c(nc3cc(Cl)ccc13)CCCC2	-2	0.6	0.8	-1	9	6	-3	-1	-5
O=S(=O)([N-]c1nc2ccccc2nc1-[n+]1ccccc1)c1ccc(Cl)cc1	-3	0.4	0.1	2	-9	19	3	-6	0
Cc1ccc(N=Cc2ccc(N(C)C)cc2)cc1C	6	0.7	1.7	1	-4	-15	2	-1	4
New compounds follow.
SMILES	TRHR enhancer	D2 ag	TRHR ag	D1 agonist	RXFP1 antagonist	D2 antag	D1 antag	D1 potentiator	D2 potentiator
Cc1onc(-c2ccccc2Cl)c1C(=O)NC1CCCCCC1	-3	-1.2	-1.1	1	0	6	-1	-2	-11
Cc1ccc(C)c(N2CCN(C(=O)c3cc(S(=O)(=O)N4CCCCCC4)cn3C)CC2)c1	-4	-0.8	-0.4	0	x	x	-14	0	15
NC(=S)N/N=C/c1ccc(-c2cc(Cl)c(Cl)cc2Cl)o1	-11	0.5	-0.9	0	-24	-9	-3	-5	-8
O=C1c2ccccc2C(O)(Cc2ccccc2)N1c1ccc2c(c1)OCO2 (configuration not stated)	2	1.3	0.9	3	-15	-23	-10	-3	1
Oc1[nH]c2ccccc2c1C=Nc1ccc2c(c1)OCO2	3	0.7	3.1	-3	-12	-6	0	4	-13
COc1ccccc1NC(=O)C1=C(C)NC(=O)NC1c1ccccc1F (configuration not stated)	6	0.4	0.6	3	x	2	18	1	0
O=C(NC1CCCCC1)N(CCN1CCCC1)Cc1cc2cc3c(cc2[nH]c1=O)OCCO3	9	0.0	0.5	1	-7	-2	-3	1	-15
O=C(CSCc1ccc(Br)cc1)N=Nc1c(O)[nH]c2ccccc12	6	x	-0.4	0	-2	x	-6	0	x
C=CCNC(=S)NNc1nc(N2CCCC2)nc(N2CCCC2)n1	-5	0.3	-0.4	4	5	19	-6	5	11
CCN(CC)S(=O)(=O)c1ccc(NC(=O)c2cc3ccc4cccnc4c3[nH]2)cc1	-6	x	-0.9	4	-13	x	10	-7	x
Cc1nc2oc3ccc(F)cc3c(=O)c2cc1C(=O)NC(C)(C)C	-8	-1.5	-0.7	0	-6	-3	-7	7	-4
COCCCNCC(O)C(F)(F)F (configuration not stated)	-1	0.1	0.3	1	3	-5	-4	-2	12
COc1ccc(N(Cc2ccccc2)S(=O)(=O)c2cccc(C(=O)NCC3CCCO3)c2)cc1 (configuration not stated)	-6	0.4	-1.0	14	-8	-2	-37*	-5	6
O=C(NCCc1ccc(O)c(O)c1)C1COc2ccccc2O1 (configuration not stated)	-4	1.5	0.5	7	10	-5	1	x	12
COC(=O)c1cc(NS(=O)(=O)c2ccc3c(c2)c(=O)n(C)c(=O)n3C)cc(C(=O)OC)c1	9	0.0	0.0	2	-1	-5	-9	13	14
Cc1cccc(CN(CC(=O)N/N=C/c2ccco2)S(=O)(=O)c2ccc(Cl)cc2)c1	-15	0.6	0.9	2	u	-2	4	0	10

Rows were taken by chance, and some 7.1% of all compounds hit somewhere here.
